E-selectin induc = E-selectin induction on HUVECs. P16581. HUVEC E-selectin immunofluorescence imaging; normalized: neutral wells 0, TNF-alpha wells 100. activation, % at 7.58 µM. actives 0.37% (n = 260,000);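 active means mean E-selectin-positive cell signal at least 10% of the positive control, reached in at least 60% of replicates, without over 20% cell loss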;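 further: in these data hits start at about 27%; measured in HUVEC primary endothelial cells; signal is the percent of cells scored E-selectin positive by PE staining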
Target sequence (P16581 whole entry, looked up): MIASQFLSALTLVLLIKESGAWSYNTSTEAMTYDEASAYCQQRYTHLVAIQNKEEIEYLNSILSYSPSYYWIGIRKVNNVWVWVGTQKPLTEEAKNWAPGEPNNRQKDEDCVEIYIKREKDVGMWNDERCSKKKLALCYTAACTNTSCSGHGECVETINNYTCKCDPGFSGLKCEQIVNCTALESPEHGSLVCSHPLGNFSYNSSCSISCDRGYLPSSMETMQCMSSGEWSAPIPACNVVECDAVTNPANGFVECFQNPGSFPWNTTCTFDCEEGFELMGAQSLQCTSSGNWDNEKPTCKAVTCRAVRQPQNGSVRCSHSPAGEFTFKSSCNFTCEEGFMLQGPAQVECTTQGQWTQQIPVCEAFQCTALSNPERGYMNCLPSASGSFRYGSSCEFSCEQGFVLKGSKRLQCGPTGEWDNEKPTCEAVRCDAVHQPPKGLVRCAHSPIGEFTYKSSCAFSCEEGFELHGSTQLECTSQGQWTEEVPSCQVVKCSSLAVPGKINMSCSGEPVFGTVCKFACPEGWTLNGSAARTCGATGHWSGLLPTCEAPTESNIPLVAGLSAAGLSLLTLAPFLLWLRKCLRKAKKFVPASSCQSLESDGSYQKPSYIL
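Read-out: % PE-positive cells | Test system: HUVEC | Doses: One compound dose added by pin transfer | Buffer or medium: EGM-2 over gelatin coat | Signal: Immunofluorescence imaging | Benchmarks: TNF-alpha, DMSO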
esBAF inh = inhibitors of esBAF chromatin remodeling in mouse ES cells. reporter increase, % at 12.5 µM. actives 2% (n = 350,000). Bmi1-luciferase knock-in reporter, 24 h; 100% = twice the neutral-well signal; in the data active means activation above about 40%;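 further: 0% = median of the plate's neutral control wells and 100% = double that signal; a rise in the Bmi1 reporter signal indicates esBAF inhibition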
RAD52 anneal inh = RAD52 (human) annealing inhibition; P43351; recombinant RAD52 DNA annealing, FRET fluorescence; inhibition, % at 18.7 µM; actives 0.46% (n = 360,000);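 active means every replicate showing at least 50% inhibition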
Target sequence (P43351 whole entry, looked up): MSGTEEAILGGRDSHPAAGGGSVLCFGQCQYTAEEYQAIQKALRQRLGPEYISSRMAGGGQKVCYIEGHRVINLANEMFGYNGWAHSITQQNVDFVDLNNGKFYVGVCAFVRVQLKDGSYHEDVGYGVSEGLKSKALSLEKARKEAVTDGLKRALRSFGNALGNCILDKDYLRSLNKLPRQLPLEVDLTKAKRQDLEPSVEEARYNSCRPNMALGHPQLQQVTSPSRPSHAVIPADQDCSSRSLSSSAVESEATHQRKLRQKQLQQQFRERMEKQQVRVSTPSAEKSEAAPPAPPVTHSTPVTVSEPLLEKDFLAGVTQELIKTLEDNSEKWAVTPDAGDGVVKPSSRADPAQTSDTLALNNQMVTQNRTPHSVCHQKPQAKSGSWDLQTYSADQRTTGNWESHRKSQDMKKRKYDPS
XiGFP reactiv = reactivates the inactive X chromosome in mouse fibroblasts; XiGFP mouse fibroblasts, % GFP-positive cells imaging, 3 d; cells co-treated with 5-aza-dC sensitizer; scaled so ellipticine positive control = 100%; activation, % at 7.58 µM; actives 0.055% (n = 360,000); AID 743238;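 active means mean normalized replicate activation at least 10% and every replicate at or above 10%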;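 further: 0% = median of on-plate neutral control wells and 100% = ellipticine 6 µM median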
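Assay system: SV40-immortalized XiGFP fibroblast cells, line 68-5-11; buffer or medium: DMEM plus 5-aza-dC sensitizer; compound: one concentration, pinned; timing: compounds 3 days, fix/stain 15 min at room temperature; benchmarks: positive control ellipticine, 6 µM final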
RAD54 branch = inhibitors of human RAD54 branch migration; Q92698; RAD54 Holliday junction branch migration, FAM/BHQ fluorescence; inhibition, % at 10.4 µM; actives 0.14% (n = 360,000); AID 602329;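 active means mean normalized replicate activity at least 40 and at least half of replicates scoring 40 or more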;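 further: 0% = median of neutral control wells and 100% = median of positive control wells; inhibitors cause a drop in the FAM fluorescence signal; in these data hits start at about 50%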
S100A4 inh HTS = inhibitors of human S100A4 binding to myosin IIA peptide; S100A4/TAMRA-MyoIIA peptide fluorescence polarization; actives 0.14% (n = 360,000); P26447; inhibition, % at 10.7 µM;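 active means mean inhibition of at least 70% across replicates, with every replicate also reaching that level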
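Material: human S100A4 monomer with TAMRA-labelled myosin IIA peptide; buffer or medium: HEPES pH 7.2 with CaCl2, KCl, NaCl, DTT, Triton; compound dosing: one concentration per compound; schedule: 5 min incubation before reading; benchmarks: neutral control DMSO, positive control TFP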
ERAP1 HTS inh = inhibitors of human ERAP1 aminopeptidase. actives 0.15% (n = 340,000). inhibition, % at 10.7 µM. recombinant ERAP1, Leu-AMC fluorescence, 60 min. AID 652197;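 active means mean replicate inhibition of at least 30%, or all replicates individually reaching that 30% level; inactive means mean below 30% and not every replicate reaching it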;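 further: 0% = neutral control wells and 100% = L-leucinethiol positive control wells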
ERp5 block = blocks human ERp5 reductase activity on insulin; Q15084; ERp5 insulin aggregation, absorbance 650 nm, 90 min; inhibition, % at 9.99 µM; actives 0.05% (n = 350,000);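 active means mean replicate inhibition above about 25%, with every replicate also reaching it, limit read from the data, passing the limit was not always enough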
* marks the source's active call; other numbers are inactive results; · = not tested or not shown; & = joins results of further samples. Compounds as they come (roughly 2.5% active in at least one column).

SMILES	E-selectin induc	esBAF inh	RAD52 anneal inh	XiGFP reactiv	RAD54 branch	S100A4 inh HTS	ERAP1 HTS inh	ERp5 block
CC(=O)c1ccc(NC(=S)NC2CCCC(C)C2C)cc1 (configuration not stated)	0.0	·	-3	-0.2	·	-1	1	-7
CC(Sc1nc(-c2ccc(F)cc2)cs1)C(=O)N1c2ccccc2CC1C (configuration not stated)	·	·	-21	0.2	·	1	0	1
O=C(CO)N/N=C/c1c2ccccc2cc2ccccc12	·	·	-42	0.0	·	0	2	-13
COc1cccc(NC(=O)CSc2nc3c(sc4ccccc43)c(=O)n2CCCN2CCCC2)c1	·	-8	7	0.2	1	-6	-2	-1
CN(c1ccccc1)S(=O)(=O)c1ccc(C(=O)N2CCCC2)cc1	·	2	-1	0.0	·	-1	-1	-1
CC(=O)c1sc2nc(CSc3nncn3C)[nH]c(=O)c2c1C	0.6	·	-163	0.0	·	6	2	-13
CCN(Cc1ccccc1)C(=O)c1ccc(NC(=O)c2ccc(OC)cc2)cc1	0.1	·	-1	0.3	-2	-3	-2	-4
COc1cccc(NC(=O)C2(C)CCN2C(=O)CC2CC2)c1 (configuration not stated)	0.1	-4	-5	0.0	-28	22	1	-3
COc1cc2c(cc1OC)CN(C(=O)CSc1nnc3scc(-c4ccccc4)n13)CC2	-0.2	1	-22	0.3	-6	8	·	-3
Cc1c(NC(=O)c2ccc([N+](=O)[O-])o2)cccc1-c1nc2ncccc2o1	-0.2	3	6	-0.1	-1	7	-4	-4
COc1ccc2c3c([nH]c2c1)[C@H](CO)N(Cc1nccs1)CC31CCN(C(=O)C2CC2)CC1	-0.5	·	-95	2.9	·	42	-4	9
CO[C@H]1CN(C)C(=O)c2ccc(NC(=O)c3ccc(-c4ccccc4)cc3)cc2OC[C@@H](C)NC[C@@H]1C	1.8	-59	46	-0.6&-0.7	·	·	·	-4
NC(=O)CC(NC(=O)Cc1cccc2ccccc12)c1ccc(NC2CCCC2)c([N+](=O)[O-])c1 (configuration not stated)	0.1	-4	-13	0.3	0	-3	-1	4
CC(C)NC(=O)N1CCCCN2[C@H](CO)[C@H](c3ccc(C#Cc4ccccc4F)cc3)[C@H]2C1	0.0	-4	45	0.1	1	-16	0	-1
O=S(=O)(c1cccs1)N1CN(CC2CCCO2)c2nc3ccccc3nc21 (configuration not stated)	·	32	-15	·	-4	-5	-4	-2

Part of the list above, set out differently.
COc1cccc(NC(=O)C2(C)CCN2C(=O)CC2CC2)c1 (configuration not stated)
  E-selectin induc = 0.1	esBAF inh = -4	RAD52 anneal inh = -5	XiGFP reactiv = 0.0	RAD54 branch = -28	S100A4 inh HTS = 22	ERAP1 HTS inh = 1	ERp5 block = -3
Cc1c(NC(=O)c2ccc([N+](=O)[O-])o2)cccc1-c1nc2ncccc2o1
  E-selectin induc = -0.2	esBAF inh = 3	RAD52 anneal inh = 6	XiGFP reactiv = -0.1	RAD54 branch = -1	S100A4 inh HTS = 7	ERAP1 HTS inh = -4	ERp5 block = -4
COc1cccc(NC(=O)CSc2nc3c(sc4ccccc43)c(=O)n2CCCN2CCCC2)c1
  E-selectin induc = ·	esBAF inh = -8	RAD52 anneal inh = 7	XiGFP reactiv = 0.2	RAD54 branch = 1	S100A4 inh HTS = -6	ERAP1 HTS inh = -2	ERp5 block = -1
COc1ccc2c3c([nH]c2c1)[C@H](CO)N(Cc1nccs1)CC31CCN(C(=O)C2CC2)CC1
  E-selectin induc = -0.5	esBAF inh = ·	RAD52 anneal inh = -95	XiGFP reactiv = 2.9	RAD54 branch = ·	S100A4 inh HTS = 42	ERAP1 HTS inh = -4	ERp5 block = 9

The results go on.
SMILES	E-selectin induc	esBAF inh	RAD52 anneal inh	XiGFP reactiv	RAD54 branch	S100A4 inh HTS	ERAP1 HTS inh	ERp5 block
Cc1cc(C)c(S(=O)(=O)NCC(=O)NCc2cc(=O)n(C)c(=O)n2C)c(C)c1	0.0	4	-8	0.2	-3	-7	4	7
Nc1c(C(=O)NCC2CCCO2)c2nc3ccccc3nc2n1/N=C/c1ccncc1 (configuration not stated)	-0.1	·	-7	2.8	·	-7	0	-1
CCOc1ccc(-n2nnnc2SCC(=O)Nc2cccc(O)c2)cc1	0.7	5	4	0.0	-7	0	1	-7
CCC[C@@H](CN1CCC[C@H]1CN1C(N)=NC[C@H]1C(C)C)N1C[C@@H]([C@H](C)CC)N(CCCC2CCCC2)C1=N	·	-4	30	0.2	14	-3	-3	13
COc1ccc2c(c1OC)C(=O)OC2Nc1nc(-c2ccc([N+](=O)[O-])cc2)cs1 (configuration not stated)	4.2	·	-3	0.3	·	1	0	2
CCCN1[C@@H]2c3ccc(-c4ccccc4)c(=O)n3C[C@@H]2[C@@H](CO)[C@@H]1C(=O)NCCc1cn(C)cn1	-0.2	3	-46	0.0	14	0	4	6
CCN(C(=O)COC(=O)c1cc(S(=O)(=O)Nc2c(C)n(C)n(-c3ccccc3)c2=O)ccc1Cl)C1CCCCC1	-0.2	4	-10	-0.3	-6	-5	3	3
C[C@H](CO)N1C[C@H](C)[C@@H](CN(C)C(=O)c2ccncc2)OCCCC[C@H](C)Oc2ccc(NC(=O)c3ccncc3)cc2C1=O	-0.4	0	-3	0.0	-5	6	-2	4
CC(=O)N(CC1CCCO1)c1nnc(-c2cnccn2)s1 (configuration not stated)	·	3	-2	·	-7	-6	-7	5
COc1ccc(S(=O)(=O)Nc2ccc3c(c2)C(=O)N([C@@H](C)CO)C[C@@H](C)[C@@H](CN(C)Cc2ccc(C(=O)O)cc2)OCCCC[C@@H](C)O3)cc1	0.1	-2	5	0.0	7	-8	-5	-5
O=C(CCNC(=O)Cn1ccc2ccccc2c1=O)NCCc1ccc(Cl)cc1	·	·	-19	0.0	-11	-10	-1	-7
CN(C)C(CNC(=O)CNC(=O)Cc1cccc2ccccc12)c1ccccc1 (configuration not stated)	-0.1	-3	-8	0.0	-1	-3	-4	3
COC(=O)c1cc(C(=O)OCC(=O)NC(=O)c2ccccc2)cc([N+](=O)[O-])c1	·	-5	-7	0.1	6	0	-5	1
C[C@@H]1CCCCO[C@H](CN(C)C(=O)Nc2ccccc2)[C@H](C)CN([C@@H](C)CO)C(=O)c2cc(NC(=O)Nc3ccc(F)cc3)ccc2O1	0.4	2	-18	0.5	-12	-3	-5	-2
CNC[C@@H]1Oc2cc(C#CC3CCCC3)ccc2S(=O)(=O)N([C@@H](C)CO)C[C@H]1C	0.4	3	24	-0.1	1	-6	-6	-1
COc1ccccc1-c1csc(C(NC(C)=O)c2ccccc2)n1 (configuration not stated)	-0.1	1	-16	-0.1	-21	-1	4	-8
C/C=C/c1ccc2c(c1)O[C@@H](CN(C)C(=O)c1ccccn1)[C@H](C)CN([C@H](C)CO)S2(=O)=O	-0.2	0	9	0.0	0	-30	0	-2
C[C@H]1CN([C@@H](C)CO)S(=O)(=O)c2ccc(-c3ccncc3)cc2O[C@@H]1CN(C)C	0.1	-3	5	0.0	-3	13	1	3
COc1ccccc1NC(=O)N(C)C[C@@H]1OCc2ccccc2-c2c(n(C)c3ccccc23)C(=O)N([C@@H](C)CO)C[C@H]1C	-0.1	-1	13	0.0	3	1	0	4
O=C(Nc1ccc(Cl)cc1)C1C2C=CC3(O2)C1C(=O)N(CCN1CCCCC1)C3C(=O)NC1CCCCC1 (configuration not stated)	0.0	-9	-5	0.5	2	-4	-15	6
CC(C)c1onc(C(=O)NC(C)c2ccccc2)c1[N+](=O)[O-] (configuration not stated)	4.1	·	-25	0.0	·	0	-2	0
O=C(CSc1nc(-c2ccco2)cc(C(F)(F)F)n1)Nc1ccc(C(=O)N2CCCCC2)cc1	2.5	-25	-8	0.0	-3	-2	2	4
NCCCn1c(C(=O)c2ccc(Cl)cc2)c2ccc([N+](=O)[O-])cc2[n+]1[O-]	0.0	-7	38	0.1	-3	8	8	-3
O=C(NNC(=O)C1C2CCCCC21)c1coc(=O)c(Br)c1 (configuration not stated)	14	·	-109	0.4	-52	-8	2	3
CCCN(C)C[C@@H]1OCCCC[C@H](C)Oc2ccc(NS(C)(=O)=O)cc2C(=O)N([C@@H](C)CO)C[C@H]1C	0.0	9	-5	-0.6	4	-12	0	2
CCCc1cc(=O)oc2cc(OC(C)C(=O)NC3CC(C)(C)NC(C)(C)C3)ccc12 (configuration not stated)	·	3	0	0.1	3	1	0	2
CC(C)CC(NC(=O)C1CCC(C)CC1)C(=O)NCCN1CCOCC1 (configuration not stated)	2.4	-5	-19	0.1	-5	-3	1	2
CCCn1c(C)cc(C(=O)COC(=O)c2ccc[nH]c2=O)c1C	-0.1	-11	·	0.0	0	·	·	·
CSc1cccc(NC(=O)C2CCCN(S(C)(=O)=O)C2)c1 (configuration not stated)	-0.1	-12	-6	0.0	11	-3	-3	-5
CC(C)NC(=O)Nc1ccc2c(c1)C(=O)N([C@@H](C)CO)C[C@@H](C)[C@@H](CN(C)S(C)(=O)=O)OCCCC[C@@H](C)O2	·	-5	5	0.0	-5	-1	-4	-2
CCOC(=O)C1CCN(c2cc(=O)n(-c3ccc(OC)cc3)c(=O)[nH]2)CC1	0.9	-11	2	0.2	-4	-3	2	0
CCOC(=O)C1CCN(C(=O)CCCn2nc(C)c3c(C)n(-c4ccc(C)cc4)nc3c2=O)CC1	·	1	-4	0.0	9	-1	0	2
CCN(CC)CCNC(=O)c1cc2cc(Br)ccc2s1	·	·	-10	0.0	·	-4	1	-10
CCOC(=O)CNC(=O)CCc1nnc2ccc(N3CCC(C)CC3)nn12	0.0	-4	-12	0.0	10	-24	-4	1
COc1ccc(C(=O)NCc2nnc(SCC(=O)N3CCOCC3)o2)cc1OC	·	1	0	0.0	·	0	3	-3
CN1[C@H](C(=O)NCC2CCCCC2)[C@@H](CO)[C@@H]2Cn3c(ccc(-c4cccnc4)c3=O)[C@@H]21	-0.3	-1	-5	0.7	-9	12	-7	-1
C[C@H]1COC(=O)[C@H](CC(=O)OC(C)(C)C)C/C=C\C[C@@H](CC(=O)N(CCO)Cc2ccccc2)C(=O)N1	-0.1	4	-9	-0.1	-3	-2	-2	-1
CNC(=O)C[C@@H]1CC[C@H]2[C@@H](COC[C@@H](O)CN2S(=O)(=O)c2ccc(Oc3ccccc3)cc2)O1	0.0	-5	10	-0.2	2	-10	2	1
COc1ccccc1-c1cnc2c(c1)C(=O)N([C@H](C)CO)C[C@H](C)[C@@H](CN(C)C(=O)c1ccncc1)O2	-0.1	4	-12	-0.8	-5	-3	0	-4
CC(C)C1C(=O)N(Cc2cn(CCC3OCCO3)nn2)CCS(=O)(=O)N1Cc1ccc(-c2ccc(Cl)c(Cl)c2)cc1 (configuration not stated)	·	-33	6	0.1	·	4	0	1
O=C1CC(C(=O)N2CCN(Cc3ccccc3)CC2)CN1Cc1ccccc1 (configuration not stated)	·	0	-6	0.0	4	-2	-6	3
CN(C)/N=C/C=C1\CCC/C(=C/c2cccs2)C1=O	0.2	36	-24	0.0	·	-1	-2	2
CCOC(=O)C1CCCN(C(=O)CNC(=O)c2ccc(Br)o2)C1 (configuration not stated)	·	-5	-5	0.0	-2	-1	-2	4
N/C(=N\OC(=O)/C=C/c1ccc(Br)cc1)c1ccccn1	-0.2	-15	·	0.3	-5	·	·	·

Screening data from PubChem BioAssay.
